Assay outcomes from PubChem BioAssay.
Hsp70 inhibitors: Hsp70 inhibitors, probe displacement, primary screen, biochemical, fluorescence polarization (AID 583) | Heat shock 70 kDa protein 1A (Homo sapiens) | Hsp70 fluorescence polarization probe displacement, mP; higher % means a stronger effect | displacement, % at 20 µM; hits with a dose series show IC50 in µM | 140,000 tested, 0.06% active; in the data active = displacement above about 50%;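 note: plate controls were vehicle for no effect and reference ligand for full effect; a part of the inactive calls stands beside numbers as strong as those of hits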
Rat MKP-3 inhibitors: MKP-3 phosphatase inhibitors, primary screen, biochemical, rat enzyme, in vitro (AID 425). Dual specificity protein phosphatase 6 (Rattus norvegicus). recombinant MKP-3 phosphatase activity, fluorescence; higher % means a stronger effect. inhibition, % at 20 µM, or IC50 in µM where a hit was titrated. 110,000 tested, 0.17% active; in the data active = inhibition above about 50%;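 note: plate controls were vehicle for no effect and reference inhibitor for full effect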
* = called active by the depositor; . = not tested or not shown; & = joins results of further samples.

Preview, 2 compounds:
Results follow in this order: Rat MKP-3 inhibitors	Hsp70 inhibitors
- c1nc(N2CCNCC2)c2sc3nc(N4CCOCC4)c4c(c3c2n1)CCC4
  4%	-2.1%
- CCOC(=O)c1cc2sc(C)cc2n1CC(=O)NCc1ccc(F)cc1
  4%	4.2%

The whole of this part, repeating the preview:
Results follow in this order: Rat MKP-3 inhibitors	Hsp70 inhibitors
- c1nc(N2CCNCC2)c2sc3nc(N4CCOCC4)c4c(c3c2n1)CCC4
  4%	-2.1%
- CCOC(=O)c1cc2sc(C)cc2n1CC(=O)NCc1ccc(F)cc1
  4%	4.2%
- CCN(CC)c1ccc(NC(=O)c2cccc(C)c2)cc1
  0%	-0.6%
- COc1ccc(OC)c(NC(=O)C2CN(S(=O)(=O)c3ccccc3)CCN2S(=O)(=O)c2ccccc2)c1 (stereo not drawn)
  5%	-1.9%
- O=C(O)CCCNC(=O)c1cn(-c2ccccc2)nc1-c1ccccc1
  -2%	4.1%
- COc1cccc2c1N(C(=O)c1ccc(F)cc1)C(C)(C)c1ssc(=S)c1-2
  2%	0.9%
- Cc1c(NC(=O)CSc2nnnn2Cc2ccccc2)c(=O)n(-c2ccccc2)n1C
  -3%	-4.9%
- CCCOc1ccc(C(=O)Nc2sc(CC)cc2C(=O)OCC)cc1
  3%	-1.2%
- COc1ccc(C(=O)Nn2c(SCC(=O)NC3CCCC3)nc3ccccc3c2=O)cc1
  .	3.5%
- CCCC1=NN(c2nc3ccccc3s2)C(=O)/C1=C(\C)N1CCOCC1
  4%	0.9%
- O=C(c1nn2c(C(F)(F)F)cc(-c3cccs3)nc2c1Cl)N1CCOCC1
  1%	4.4%
- CCOC(=O)c1ccccc1NC(=O)COc1cc(=O)n(CC)c2ccccc12
  .	-1.6%
- O=C(CN1CCN(c2ccccn2)CC1)Nc1cccc(C(F)(F)F)c1
  0%	-1.5%
- O=C(Nc1ccc(-c2nc3ncccc3o2)cc1)c1ccc(-c2cccc(Cl)c2)o1
  6%	-22%
- CC(C)OC(=O)CSc1nnc(-c2ccccn2)n1-c1ccccc1
  -7%	3.8%
- O=C(Nc1ccc(Cl)cc1)c1ccc(Br)o1
  1%	-1.4%
- CCOC(=O)/C=C1\NC2(CCCCC2)Cc2cc(OC)c(OC)cc21
  1%	2.1%&-2.6%
- CC(C)(C)CC(C)(C)NCC(O)COc1c(F)cc(Br)cc1F (stereo not drawn)
  .	1.1%
- O=C(c1cccs1)N1CCN=C1SCc1ccccc1
  -4%	-2.9%
- O=C(COc1ccc(F)cc1)N(CC1=CCS(=O)(=O)C1)c1ccccc1
  -11%	-0.4%

Next records
Results follow in this order: Rat MKP-3 inhibitors	Hsp70 inhibitors
- O=C(Nc1c(-c2ccccc2)nc2c(Br)cc(Br)cn12)c1ccco1
  -6%	1.8%
- CCOC(=O)/C=C1\SCC(=O)N1CC(O)CN1C(=O)CS/C1=C\C(=O)OCC
  -14%	-1.8%
- CCOc1cccc(C(=O)Nc2ccc3nn(-c4ccc(F)cc4)nc3c2)c1
  12%	1.4%
- COC(=O)COc1ccc(Oc2cc(C)nc(SC)n2)nn1
  -6%	-2.7%
- Oc1ccc2ccccc2c1/C=N/Nc1nnc(-c2ccccc2)c(-c2ccccc2)n1
  1%	-2.2%
- O=C(NC1CCN(C(=O)Nc2ccccc2)CC1)C1CCCCC1
  -1%	4.7%
- CC(=O)c1ccc(N2CCN(C(=O)c3ccco3)C(C)C2)c(F)c1 (stereo not drawn)
  -6%	-3.1%
- CC(C)(C)c1nc(CN2CCOCC2)ccc1O
  0%	0.6%
- COC(=O)Cc1nnc(NC(=O)c2ccccc2)s1
  -2%	-2.7%
- Cc1ccc(-c2csc(NC(=O)c3ccc(Cl)cc3[N+](=O)[O-])n2)c(C)c1
  4%	-2.5%
- CCc1ccc2oc(=O)cc(CN3CCC(C)CC3)c2c1
  -9%	3.3%
- CCOC(=O)c1ccc(N=Cc2nc(-c3ccccc3)oc2OC(C)=O)cc1
  1%	1.0%
- CCOC(=O)c1c(C2COc3ccccc3O2)csc1N (stereo not drawn)
  -1%	.
- COc1ccc(OC)c(N(CC(=O)Nc2ccc3c(c2)OCO3)S(=O)(=O)c2ccccc2)c1
  -1%	9.3%
- Cc1ccc(/C(N)=N/OC(=O)COc2ccc3ccccc3c2)cc1
  1%	2.2%
- CCSc1nnc(NC(=O)c2ccc(Br)s2)s1
  0%	-3.8%
- Cc1ccc(/C=N\NC(=O)C(O)(c2ccccc2)c2ccccc2)o1
  -1%	1.5%
- CCCN1Cc2cccc(C(=O)Nc3ccc(OC)c(OC)c3)c2C1=O
  -3%	-0.7%
- COc1ccc(C(NC(=O)CC(C)C)NC(=O)CC(C)C)cc1
  2%	-0.3%
- CCCCOCCCNC(=O)N[C@@H](CCSC)C(=O)OC
  2%	0.8%

2 entries from above, set out differently:
Compound: Cc1ccc(-c2csc(NC(=O)c3ccc(Cl)cc3[N+](=O)[O-])n2)c(C)c1
- Rat MKP-3 inhibitors: 4%
- Hsp70 inhibitors: -2.5%

Compound: CCc1ccc2oc(=O)cc(CN3CCC(C)CC3)c2c1
- Rat MKP-3 inhibitors: -9%
- Hsp70 inhibitors: 3.3%

Next section.
Results follow in this order: Rat MKP-3 inhibitors	Hsp70 inhibitors
- CCOc1cccc2sc(NC(=O)CC)nc12
  .	4.0%
- C(=N\c1nc2ccccc2n1Cc1ccccc1)/c1cccs1
  1%&0%	-7.5%&-0.1%
- O=C(c1ccc(CS(=O)(=O)c2c(Cl)cccc2Cl)o1)N1CCCC1
  -3%	4.1%
- CCOc1ccccc1C1CC(c2ccc(Cl)cc2)Nc2nc(N)nn21 (stereo not drawn)
  -11%	-4.0%
- Cc1ccnc(NS(=O)(=O)c2ccc(NC(=O)C3CCCCC3C(=O)O)cc2)n1 (stereo not drawn)
  2%	-0.4%
- CCOC(=O)c1ccc(N2NC(=O)/C(=C/c3ccc(O)c(OCC)c3)C2=O)cc1
  -1%	-2.2%
- CC(=O)c1cnc2c(-c3ccc(Cl)cc3)cnn2c1C
  .	2.7%
- FC(F)(F)c1cccc(OCCOCCn2cncn2)c1
  2%	-10%
- O=S1(=O)N=C(N2CCN(Cc3ccc4c(c3)OCO4)CC2)c2ccccc21
  -1%	2.2%
- CC1CCN(S(=O)(=O)c2ccc(S(=O)(=O)N3CCN4CCCC4C3)cc2)CC1 (stereo not drawn)
  3%	0.0%
- CCOC(=O)C1=C(C)NC(=O)NC1c1cc2c(cc1Br)OCO2 (stereo not drawn)
  -3%	5.4%
- COc1ccc2nc(SCC(=O)Nc3ccc4c(c3)C(=O)c3ccccc3C4=O)[nH]c2c1
  2%	-4.8%
- CC(=O)N1c2ccccc2-c2c(ssc2=S)C1(C)C
  8%	-4.3%
- COc1cc2ccccc2cc1C(=O)Nc1cccc(-c2cc3ccccc3oc2=O)c1
  -1%	1.0%
- CC1(C)Cc2cccc(OCC(=O)Nc3cc(C(F)(F)F)ccc3N3CCOCC3)c2O1
  .	2.0%
- NC(=O)c1c(C(F)(F)F)cc(-c2ccccc2)nc1NCCO
  -10%	0.6%
- O=C(Oc1ccc(Cl)cc1)c1ccccc1
  -1%	-5.2%
- Cc1ccc(S(=O)(=O)CCSc2nc(C)cc(C(F)(F)F)c2C#N)cc1
  .	-28%
- COCCN1Cc2cccc(C(=O)NCc3cccnc3)c2C1=O
  2%	-1.2%
- CCc1cccc(NC(=O)C2CCCN(S(=O)(=O)c3c(C)[nH]c(=O)[nH]c3=O)C2)c1 (stereo not drawn)
  0%	1.4%

The list goes on:
Results follow in this order: Rat MKP-3 inhibitors	Hsp70 inhibitors
- CCN1CCN(C(CNS(=O)(=O)c2ccc(OC)cc2)c2cccnc2)CC1 (stereo not drawn)
  -5%	9.3%
- Cc1ccc(NS(=O)(=O)c2cc(Cl)ccc2Cl)c(Br)c1
  0%	4.6%
- COc1ccc(C(c2c(C)[nH]c3ccccc23)c2c(C)[nH]c3ccccc23)cc1OC
  9%	-4.5%
- COc1cc2c(cc1OC)C(C(=O)N1CCCC1)C(c1ccccc1F)N(C)C2=O (stereo not drawn)
  2%	-0.8%
- COc1ccccc1N1CCN(S(=O)(=O)c2ccc3c4c(cccc24)C(=O)N3C)CC1
  -10%	1.9%
- C=CCOc1c(CNn2nnnc2N)cccc1OC
  .	2.5%
- Cc1ccc(/C=N\Nc2nc(N3CCCCC3)nc(N3CCCCC3)n2)o1
  1%	0.2%
- COc1ccc(-n2nnc3c(=O)n(Cc4ccccc4C)cnc32)cc1
  -1%	2.0%
- CCOc1ccc(C(=O)Nc2cc(=O)n(C)c(=O)n2C)cc1
  6%&1%	5.2%&0.8%
- CC(C)c1cc(C(C)C)c(S(=O)(=O)Nc2ccc(S(N)(=O)=O)cc2)c(C(C)C)c1
  1%	-3.1%
- COC(=O)c1ccc(=O)n(-c2ccc(OC)cc2)c1
  -6%	1.4%
- CC1(C)CC(=O)C(=Cc2cn(-c3ccccc3)nc2-c2cccc([N+](=O)[O-])c2)C(=O)C1
  0%	3.0%
- Nn1c(SCC(=O)NCCC2=CCCCC2)nnc1C1CCCCC1
  -5%	-0.6%
- CC(C)C(=O)N1CCN(c2ccc(NC(=O)c3cccs3)cc2)CC1
  .	2.5%
- Cc1cccc(-n2ncc3c(N4CCCC4)ncnc32)c1
  1%	2.6%&1.6%
- Cc1sc2nc(SCC(=O)N3CCCCC3)[nH]c(=O)c2c1C
  3%	-3.0%&-2.7%
- Cc1ccc(S(=O)(=O)/N=C2/NC(=O)/C(=C/c3cc([N+](=O)[O-])ccc3Cl)S2)cc1
  2%	-4.6%
- C[n+]1cn(Cc2ccccc2)c2c(=O)[nH]c(N)nc21
  -2%	-2.9%
- COC(=O)c1sccc1NS(=O)(=O)c1ccc(Cl)cc1
  6%	-0.6%
- CCc1ccc(NCCC(=O)c2ccc([N+](=O)[O-])cc2)cc1
  2%	4.8%

More results follow:
Results follow in this order: Rat MKP-3 inhibitors	Hsp70 inhibitors
- O=C(NC12CC3CC(CC(C3)C1)C2)c1cc2nc(-c3ccco3)cc(C(F)(F)F)n2n1
  1%	-11%
- COc1ccc(-c2cc(C(F)(F)F)n3nc(C(=O)N4CCCC4)cc3n2)cc1
  -12%	1.6%
- O=C(NCCO)C(=O)Nc1ccc(F)cc1
  -2%	0.4%
- O=C(c1cc(-c2ccc3c(c2)OCO3)on1)N1CCN(c2ccccc2)CC1
  3%	-5.4%
- CCC1CCCCN1C(=O)c1nn2cccnc2c1Cl (stereo not drawn)
  -3%	-3.6%
- Cc1sc2nc(-c3ccc(Br)cc3)[nH]c(=O)c2c1C
  2%	-3.1%
- Cc1c(C(=O)Nc2ccc(I)cc2Cl)oc2ccc(Cl)cc12
  2%	-5.9%
- Cc1cccc(N2CC(C(=O)Nc3ccc4c(c3)OCO4)CC2=O)c1C (stereo not drawn)
  1%	0.4%
- CCS(=O)(=O)NCc1cn2ccsc2n1
  0%	-6.3%
- COc1cc(C2=NOC(C(=O)Nc3ccc(C)cc3)C2)cc(OC)c1OC (stereo not drawn)
  5%	-1.1%
- COc1ccccc1C1=Nn2c(nnc2C2CCCCC2)SC1
  -8%	-2.9%
- O=C(NC1CCCC1)C(c1ccc(Cl)cc1)N1CCOCC1 (stereo not drawn)
  -10%	0.2%
- O=C(O)COc1ccc(Oc2ccccc2)cc1
  -6%	0.9%
- Oc1ccccc1C=Nc1cc2c(cc1Br)OCCO2
  0%	0.7%
- Cc1ccc(NCc2nnc(SCC(=O)NCCc3ccccc3)n2C)cc1
  -1%	-4.6%
- N=c1ccn(Cc2ccccc2Cl)cc1
  .	-0.4%
- CC(C)c1ccc(NS(=O)(=O)c2cc(Cl)ccc2Cl)cc1
  3%	3.9%
- CCOC(=O)c1c(NC(=O)c2ccc(Cl)c(Cl)c2)sc(C(=O)Nc2ccccc2OC)c1C
  3%	-0.7%
- COc1cccc(OCCCn2ccnc2)c1
  2%	1.0%
- O=C(CSc1nc2c(cnn2-c2ccccc2)c(=O)[nH]1)c1ccc(Cl)cc1
  11%	9.6%

The results go on:
Results follow in this order: Rat MKP-3 inhibitors	Hsp70 inhibitors
- O=C1CC(Cc2ccccc2)C(=O)N1CCc1ccc2c(c1)OCO2 (stereo not drawn)
  3%&2%	-1.3%&2.8%
- COc1ccc(N=C2NC(=O)CS2)cc1
  6%	-5.7%
- O=C(NNC(=O)c1ccc(SCC2CCCO2)c([N+](=O)[O-])c1)c1ccc(F)cc1 (stereo not drawn)
  .	-4.7%
- O=C(CN1C(=O)c2ccccc2S1(=O)=O)Nc1ccc(S(=O)(=O)N2CCCCC2)cc1
  -14%	1.6%
- O=C(Cc1ccccc1)NC(=S)N1CCCc2ccccc21
  2%	0.7%
- Cn1c(CNC(=O)Nc2cccc(Cl)c2)nnc1SCc1ccccc1
  -5%	5.8%
- CCc1nnc(NC(=O)CN2CCN(C3CCCCC3)CC2)s1
  7%	1.0%
- CCOC(=O)C(=O)Nc1ccc(OC)c(Cl)c1
  -5%	-0.8%
- COc1cccc(C(=O)Nc2c(C(N)=O)oc3ccccc23)c1
  -6%	2.7%
- C=CCc1cccc2cc(C(=O)N3CCN(C/C=C/c4ccccc4)CC3)c(=O)oc12
  -4%	-1.0%
- COc1ccc(S(=O)(=O)NCC(=O)N(CC(=O)NCC2CCCO2)c2cc(C)ccc2C)cc1 (stereo not drawn)
  2%	-3.0%
- CCOC(=O)c1ccc2c(c1)C1C=CCC1C(c1ccc(Br)cc1)N2 (stereo not drawn)
  1%	-3.2%
- Cc1ccc(S(=O)(=O)Nc2ccc(S(=O)(=O)NC(=O)C3CCCCC3)cc2)cc1
  -3%	1.8%
- COc1cccc(CNCCSc2nnnn2C)c1
  -9%	-2.4%
- O=C(Nc1cccc(Cl)c1Cl)c1ccc(CN2CCOCC2)cc1
  2%	2.7%
- Cn1c(SCC(=O)Nc2cccc(F)c2)nnc1-c1cccnc1
  7%	1.0%
- COc1ccccc1N1CCN(/N=C\c2ccccc2C(F)(F)F)CC1
  6%	-3.2%

These rows are one share of the data; the hit share may differ from the screen's.
